GPR151 ag: activators of human GPR151. actives 1% (n = 650,000). activation, % at 11.2 µM. PathHunter beta-arrestin GPR151 cells, luminescence. Q8TDV0; in the data active = activation above about 4.9%;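 also: 0% = median of compound wells and 100% = cells with positive control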
MITF inh: human MITF inhibition, primary screen; AID 1259374; inhibition, % at 2.6 µM; actives 0.91% (n = 650,000); AlphaScreen MITF homodimerization, bead proximity signal; in the data active = inhibition above about 50%;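 also: 0% = vehicle wells with protein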
FBW7 act: human FBW7 E3 ligase activation, primary screen | AlphaScreen FBW7–phospho-cyclin E peptide binding, activator screen | actives 0.13% (n = 650,000) | Q969H0 | normalized activity (activation), % at 26.1 µM; in the data active = normalized activity above about 1.9%;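 also: purified mutant Fbw7 with reduced substrate affinity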
Target sequence (Q969H0 whole entry, looked up): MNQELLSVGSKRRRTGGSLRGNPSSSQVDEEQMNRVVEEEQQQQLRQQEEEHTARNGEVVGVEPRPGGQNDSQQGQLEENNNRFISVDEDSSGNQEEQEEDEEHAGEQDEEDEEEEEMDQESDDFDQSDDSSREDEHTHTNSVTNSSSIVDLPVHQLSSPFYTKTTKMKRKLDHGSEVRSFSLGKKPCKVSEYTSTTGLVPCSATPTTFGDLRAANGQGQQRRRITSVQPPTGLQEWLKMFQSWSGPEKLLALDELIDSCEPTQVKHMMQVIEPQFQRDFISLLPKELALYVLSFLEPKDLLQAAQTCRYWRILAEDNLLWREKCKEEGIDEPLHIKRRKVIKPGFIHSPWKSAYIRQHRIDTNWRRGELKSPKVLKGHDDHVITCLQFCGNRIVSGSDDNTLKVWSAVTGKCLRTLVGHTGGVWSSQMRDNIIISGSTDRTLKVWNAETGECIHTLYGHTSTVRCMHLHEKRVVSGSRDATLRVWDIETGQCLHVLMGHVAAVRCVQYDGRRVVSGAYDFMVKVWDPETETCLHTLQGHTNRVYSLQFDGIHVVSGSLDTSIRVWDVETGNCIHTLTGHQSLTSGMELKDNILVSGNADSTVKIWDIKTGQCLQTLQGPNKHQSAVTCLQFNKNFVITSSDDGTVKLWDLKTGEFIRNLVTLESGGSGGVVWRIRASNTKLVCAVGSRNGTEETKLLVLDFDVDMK
TEAD-YAP block: TEAD-YAP interaction inhibition. actives 1.4% (n = 640,000). HEK-TIYL cells, TEAD-Gal4/YAP UAS-luciferase luminescence. inhibition, % at 9.12 µM; in the data active = inhibition above about 32%;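 also: 0% = median of test compound wells and 100% = reference inhibitor wells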
Numbers without * were called inactive; . = no result given.

SMILES | GPR151 ag | MITF inh | FBW7 act | TEAD-YAP block
O=C(Nc1nc2ccccc2s1)c1ccc(N2C(=O)CCC2=O)cc1 | 0.1 | -2.0 | 0.0 | -50.1
CCN1C(=O)NC(c2ccccc2[N+](=O)[O-])C(C(=O)OC)=C1C (stereo unspecified) | -1.3 | -9.0 | 0.0 | -5.3
COc1cc(Nc2cc(C)nc3nc(C)nn23)cc(OC)c1 | 1.5 | 4.2 | 0.3 | 1.2
COc1cc(OC)cc(-c2nc3ccccc3c(=O)n2OC(=O)c2cc(Cl)ccc2OC)c1 | -1.0 | -2.9 | 0.1 | -7.1
O=C(CSc1nc2ccc(Br)cc2c2nc3ccccc3n12)c1ccc(F)cc1 | 0.4 | 15.9 | 0.2 | 11.6
C=CCn1c(SCC(=O)Nc2ccc3c(c2)OCCO3)nc2sc(C)c(C)c2c1=O | -1.2 | 2.4 | 0.0 | 14.6
Fc1ccccc1-c1cc(NCc2ccco2)nc(-c2ccncc2)n1 | -0.7 | 7.8 | -0.1 | -5.7
CC(=O)Oc1ccc(N2C(=O)c3ccc([N+](=O)[O-])cc3C2=O)cc1 | 2.3 | -3.6 | 0.0 | 1.3
COc1ccc(SCCCC(=O)Nc2cccc(C)c2C)cc1 | -2.2 | -14.5 | -0.2 | 4.3
COC(=O)COc1ccc(Br)cc1 | 1.8 | 11.0 | 0.2 | 5.9
O=C1CCC(=O)N1OCCCOc1ccc2c(c1)CCC2 | -0.3 | 7.4 | 0.0 | -5.3
COc1ccc(CC(=O)NCc2ccc(C)cc2)cc1 | 1.0 | -0.6 | -0.1 | 30.9
Cc1cccc(CNC(=O)CCc2nnc(-c3cc(C)oc3C)o2)c1 | -0.8 | -5.7 | -0.2 | -5.4
CCN1CCN(S(=O)(=O)c2ccc(C(C)(C)C)cc2)CC1 | -0.6 | 0.0 | 0.2 | 7.0
COc1ccc(NS(=O)(=O)c2ccc(N3C(=O)c4ccccc4C3=O)cc2)cc1 | 0.3 | -5.9 | -0.1 | -2.5
C1COCCOCCOCCOCCN1 | -0.3 | -2.5 | 0.0 | -6.6
COc1ccc(C2=NN(C(=O)CCCC(=O)O)C(c3ccc(Cl)cc3)C2)cc1OC (stereo unspecified) | -0.4 | 5.0 | 0.1 | -13.2
COC(=O)CCCCCNc1n[nH]c(=O)[nH]c1=O | 0.5 | -12.0 | 0.0 | -3.1
CCOc1ccc(Br)cc1C(=O)N/N=C/c1cccs1 | -1.5 | 21.7 | 0.2 | 54.9*
C=CCOc1ccc(C=C2C(=O)NC(=O)NC2=O)cc1 | 0.6 | 19.3 | -0.3 | 4.9
COc1ccc(C2SCCN2S(=O)(=O)c2ccc(C)cc2)cc1[N+](=O)[O-] (stereo unspecified) | -0.4 | 15.8 | 0.1 | -2.9
COc1ccc2c(c1)C(c1ccc(C)o1)=NNC(c1ccccc1)=N2 | 0.5 | 6.5 | -0.1 | -42.4
COc1cc(C2NC(=S)NC(C)=C2C(C)=O)cc(I)c1O (stereo unspecified) | -1.1 | 3.1 | 0.1 | 2.1
O=C1CSC(c2cccc(C(F)(F)F)c2)N1c1ccc(Oc2ccc(Cl)cc2)cc1 (stereo unspecified) | -2.4 | 2.2 | 0.1 | -13.2
CCC(CC)C(=O)N1CCc2c(cnc(C)c2CNC(=O)c2ccoc2C)C1 | 1.5 | 7.7 | 0.0 | 13.1
O=C1CCN(c2ccccc2)N1 | -1.2 | 16.0 | -0.3 | -3.0
O=C(Nc1ccccc1F)c1ccc([N+](=O)[O-])cc1Cl | -2.6 | 22.2 | -0.1 | -5.4
CCOC(=O)N1CCC(NC(=O)c2ccc(CSCc3c(F)cccc3Cl)o2)CC1 | 5.3* | -17.2 | -0.1 | 0.6
CC(C)OCCCNCc1c(C(=O)O)n(Cc2ccccc2)c2ccccc12 | 0.2 | 3.1 | 0.8 | 8.5
N#CC1=C(N)Oc2n[nH]c(-c3cccs3)c2C1c1ccc(F)cc1F (stereo unspecified) | 0.0 | -6.7 | 0.0 | 1.1

Laid out differently: entries from further up.
molecule,GPR151 ag,MITF inh,FBW7 act,TEAD-YAP block
CCOc1ccc(Br)cc1C(=O)N/N=C/c1cccs1,-1.5,21.7,0.2,54.9*
COc1ccc(C2=NN(C(=O)CCCC(=O)O)C(c3ccc(Cl)cc3)C2)cc1OC (stereo unspecified),-0.4,5.0,0.1,-13.2
COc1ccc2c(c1)C(c1ccc(C)o1)=NNC(c1ccccc1)=N2,0.5,6.5,-0.1,-42.4

Additional structures follow.
SMILES | GPR151 ag | MITF inh | FBW7 act | TEAD-YAP block
O=C(O)c1ccccc1-c1ccccc1C(=O)NCc1ccccc1 | -0.6 | 6.1 | 0.0 | 7.1
Cc1noc(C)c1CCNC(=O)CCS(=O)(=O)c1ccc2c(c1)n(C)c(=O)c(=O)n2C | 1.5 | 3.9 | -0.1 | 3.7
O=C(COc1ccc(Br)cc1)N/N=C/c1ccc(Br)s1 | -0.4 | -2.7 | 0.1 | 3.4
CCCCC1CCC(C(=O)Nc2c3c(nn2-c2cccc(C)c2C)CS(=O)(=O)C3)CC1 (stereo unspecified) | 1.1 | -0.7 | -0.1 | 5.7
O=C1N(CC2CCCCO2)CCN1c1ccc(F)cc1F (stereo unspecified) | -2.0 | 6.3 | 0.6 | -10.4
CCOC(=O)c1nnn(-c2ccccc2C#N)c1C | 1.0 | 8.0 | -0.2 | 6.6
COc1ccc(-c2nc(CCNC(C)=O)cs2)cc1 | 2.6 | -2.0 | -0.3 | -32.9
Cc1cc(=O)[nH]c(SCc2nc3ccccc3n2C)n1 | -2.3 | 8.1 | -1.1 | -3.0
Cc1cccc2cc(CN(Cc3nnnn3C3CCCC3)C3CCCCC3)c3nnnn3c12 | -1.1 | -4.2 | -0.2 | -20.2
COc1ccc2c(c1)CC(C(=O)Nc1ccc(-c3cn[nH]c3C)cc1OCCN(C)C)CO2 (stereo unspecified) | -1.8 | 10.6 | -0.9 | 2.3
COCC1CCCN(CC(=O)Nc2nc(C)cs2)C1 (stereo unspecified) | -0.7 | 40.4 | 0.2 | -14.0
Nc1sc2c([n+]1CCCS(=O)(=O)O)CCCC2 | -0.4 | -4.6 | -0.1 | -8.0
CC(C)CNC(=O)c1cc2nc(-c3ccccc3)cc(-c3ccccc3)n2n1 | 0.5 | -7.6 | 0.0 | -2.5
CCCCOc1ccc(-c2[nH]ncc2C=O)cc1 | -1.8 | -0.4 | -0.1 | -24.3
COc1cccc(/C=N/NC(=O)CNc2ccc(Br)cc2)c1 | 2.2 | 12.8 | 0.0 | 11.6

Next part; it opens with the three that closed the last part.
SMILES | GPR151 ag | MITF inh | FBW7 act | TEAD-YAP block
CC(C)CNC(=O)c1cc2nc(-c3ccccc3)cc(-c3ccccc3)n2n1 | 0.5 | -7.6 | 0.0 | -2.5
CCCCOc1ccc(-c2[nH]ncc2C=O)cc1 | -1.8 | -0.4 | -0.1 | -24.3
COc1cccc(/C=N/NC(=O)CNc2ccc(Br)cc2)c1 | 2.2 | 12.8 | 0.0 | 11.6
CCOc1ccc(/C=N\n2c(C)nnc2C)cc1 | -0.3 | 5.0 | 0.1 | -0.5
COc1ccccc1N=c1oc2c(C)ncc(CO)c2cc1C(=O)Nc1cccc(F)c1 | -0.3 | 18.4 | 0.3 | 6.3
CCOc1cc(C(=O)Nc2ccc3oc(-c4ccc(F)cc4)nc3c2)cc(OCC)c1OCC | 1.3 | -5.8 | 0.4 | -7.5
COc1ccc(CC(=O)NCc2n[nH]c(=S)n2-c2ccc(Br)cc2)cc1 | 0.2 | -12.0 | 0.0 | 4.6
C/C(=N\NC(=O)C(O)c1ccccc1)c1ccco1 (stereo unspecified) | 1.4 | 14.5 | 0.1 | -8.3
CSc1ccc(C2C(C(=O)Nc3ccccc3)=C(C)Nc3ncnn32)cc1 (stereo unspecified) | 0.3 | -0.5 | -0.1 | -6.5
O=C(O)c1ccc2c(c1)C(=O)N(c1ccc(N3CCCCC3)c(C(=O)O)c1)C2=O | 2.5 | 3.9 | 0.0 | 1.6
CCOC(=O)N1CCN(c2nncc(-c3ccc(OC)cc3)n2)CC1 | -1.9 | 10.0 | 0.1 | 11.9
C/C(CC(=O)NCc1ccccc1)=N\NC(N)=S | 1.7 | 4.4 | -0.3 | 10.9
CC1CC(=S)Nc2ccccc2N1Cc1ccccc1 (stereo unspecified) | -1.1 | 2.0 | -0.3 | -1.6
Cc1cc(C)c(NC(=O)C2CC(=O)N(C3CCCC3)C2)c(C)c1 (stereo unspecified) | -2.3 | 5.7 | 0.3 | 3.4
CCCCC[C@H](O)/C=C/C=C\C/C=C\C=C\[C@@H](O)CCCC(=O)O | -0.2 | -14.1 | . | .
C1=C(c2ccccc2)CCN(c2nc3ccccc3n3cnnc23)C1 | -0.6 | 13.4 | 0.2 | -1.1
CC(CNCC1CCCO1)COc1ccccc1 (stereo unspecified) | -0.2 | 50.1 | -0.1 | 2.9
O=C(Nc1ccc2c(c1)N(C(=O)c1ccco1)CCC2)c1c(F)cccc1Cl | 4.8 | 11.7 | -0.1 | -16.3
COc1ccc(-c2cc(Nc3cc(OC)c(OC)c(OC)c3)nc(N)n2)cc1 | 1.5 | -17.2 | 0.1 | 40.9*
CCOC(=O)C1CCCN(Cn2c(=S)oc3ccccc32)C1 (stereo unspecified) | 0.3 | 12.0 | 0.6 | 6.2
O=C1OC(c2ccccc2F)=N/C1=C\c1coc2ccccc2c1=O | 0.1 | -10.1 | 0.2 | -32.5
CCOc1ccc(NC(=O)CSc2nc3ccccc3c(=O)n2CC2COc3ccccc3O2)cc1 (stereo unspecified) | 2.3 | 0.7 | 0.0 | 13.9
Cc1noc(C)c1-c1cc(NC2CC2)nc(N)n1 | 0.2 | 10.2 | -0.1 | -1.0
CCCc1nnc(NC(=O)Cc2coc3ccc(CC)cc23)s1 | 0.3 | 7.2 | -0.1 | 2.7
Cn1c(=O)n(Cc2ccco2)c(=N)c2c3c(sc21)COC(C)(C)C3 | -0.2 | 8.5 | 0.9 | -4.2
Cc1nn(CC(=O)NCc2ccc(OC(C)C)cc2)c(=O)c2cc3occc3n12 | 0.0 | 1.2 | 0.0 | -0.3
CC(=O)Nc1ccc(N2CCN(C(=O)c3ccccc3)CC2)cc1 | 2.3 | 53.2* | 0.0 | 8.7
COc1cc(/C=c2\sc3n(c2=O)C(c2c(OC)ccc4ccccc24)C(C(C)=O)=C(C)N=3)ccc1OCc1ccccc1C#N (stereo unspecified) | -0.5 | 1.5 | 0.0 | -10.5
COc1cc(Br)c(/C=C2/NC(=O)N(c3cccc(Cl)c3)C2=O)cc1OC | 0.9 | -4.1 | 0.1 | -9.9
O=C(Nc1cccc(C(F)(F)F)c1)c1ccc(Oc2ccc(C(F)(F)F)cc2[N+](=O)[O-])cc1 | -0.4 | 10.2 | 0.2 | 5.7
c1ccc(CN2CCC(Nc3nc(Nc4ccc(N5CCOCC5)cc4)nc4c3ncn4C3CCCCC3)CC2)cc1 | -3.1 | 35.7 | 0.0 | -3.0
CCCC(CC[n+]1c(C)sc2ccc(OC)cc21)S(=O)(=O)O (stereo unspecified) | 2.3 | 9.4 | 1.4 | 7.5
O=C(NC(=S)c1ccccc1)C1CC1 | 0.6 | 11.9 | 0.5 | 4.4
CC(C)(C)Cc1nnc(NC(=O)CCc2ccccc2)s1 | 0.9 | -1.5 | 0.1 | -19.1
O=C(c1ccc2c(=O)n(-c3cccc(C(F)(F)F)c3)c(=S)[nH]c2c1)N1CCCC1 | 1.0 | 3.5 | -0.1 | 1.3
Fc1ccc(-c2cnn3c(NCCc4ccccn4)ccnc23)cc1Cl | -0.9 | -2.4 | -0.5 | -21.2
CCOC(=O)c1cc2c(=O)n3ccccc3nc2n(C2CCCCC2)c1=NC(=O)c1cccnc1 | -2.3 | 14.9 | -0.5 | -15.4
CC1CN(C2=N/C(=C/c3ccc4c(c3)OCO4)C(=O)N2)CC(C)O1 (stereo unspecified) | 0.5 | 1.0 | 0.0 | 13.2
O=C(Cn1c(=O)n(Cc2ccccc2)c(=O)c2cccnc21)Nc1ccccc1 | 0.0 | -4.0 | 0.1 | 3.4
CC(=O)c1ccc(NC(=O)NNC(=O)c2ccc(-c3ccccc3)cc2)cc1 | 0.0 | -7.3 | 0.0 | 12.0
Nc1nc(-c2ccc(O)cc2O)cs1 | 0.0 | -8.9 | -0.4 | -16.2
COCCNc1nc(SCC(=O)NCCC(C)C)nc2ccccc12 | 0.3 | 14.1 | 1.0 | 5.8
Cc1cc(CN(C)Cc2ccc(OCC(O)CN(C)Cc3ccccc3)cc2)on1 (stereo unspecified) | 0.1 | 2.4 | 0.0 | -2.7
CCCS(=O)(=O)c1c(S(=O)(=O)CCC)c2c(N)cccn2c1C(=O)c1ccc(OC)c(OC)c1 | -0.1 | 16.3 | -0.2 | -4.2
COC(=O)c1cccc(Nc2nn3c(=O)c4ccc(C(=O)OC)cc4nc3s2)c1 | -1.8 | 3.3 | 0.0 | 1.9
O=C(CN1C(=O)[C@@H]2CCCN2C(=O)c2ccccc21)NCc1cccc(F)c1 | -1.2 | 8.2 | 0.1 | -6.8
COCCCNC(=O)c1cnc2scc(-c3ccc(Cl)s3)n2c1=O | 0.0 | 3.1 | -0.2 | -9.3
O=C1CCCN1CCn1cnc2c(NCCO)nc(-c3cccs3)nc21 | -3.0 | 14.6 | 0.1 | 2.8
O=C(Nc1ccc(N2CCOCC2)c(Cl)c1)c1ccc(F)cc1 | 0.4 | -7.8 | 0.1 | -51.1
C[C@H](O)C(=O)N1CCC(Nc2ccc3[nH]ncc3c2)CC1 | 0.2 | 3.8 | -0.1 | -4.4
C[C@H]1NC(=O)[C@H]2CN(Cc3ccccc3Cl)CCN2C1=O | 0.3 | 12.5 | 0.5 | -6.1

Source: PubChem
